Bioassay records: PubChem, several laboratories
GDH-TPI inh: GDH-TPI coupled enzyme inhibition counter-screen | inhibition, % at 4.8 µM | AID 588335 | GDH-TPI coupled enzyme counterscreen, NADH absorbance | 360,000 tested, 1.2% active;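 also: 0% = DMSO wells and 100% = wells lacking the enzyme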
BoNT F protease: BoNT F light chain protease inhibition. Multiplex microsphere protease cleavage assay, flow cytometry. inhibition, % at 10 µM. 360,000 tested, 0.22% active; in the data active = inhibition above about 35%, passing the limit was not always enough; inconclusive = no clear call, values can overlap the other calls; also: plate controls were buffer without enzyme for full effect and enzyme alone for no effect
FBA Mtb inh: inhibits M. tuberculosis FBA enzyme | purified M. tuberculosis FBA, fluorescence read-out | inhibition, % at 1 µM | 360,000 tested, 2.3% active; in the data active = inhibition above about 27%;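 also: 0% = vehicle and 100% = reference inhibitor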
Target sequence (P9WQA3 whole entry, looked up): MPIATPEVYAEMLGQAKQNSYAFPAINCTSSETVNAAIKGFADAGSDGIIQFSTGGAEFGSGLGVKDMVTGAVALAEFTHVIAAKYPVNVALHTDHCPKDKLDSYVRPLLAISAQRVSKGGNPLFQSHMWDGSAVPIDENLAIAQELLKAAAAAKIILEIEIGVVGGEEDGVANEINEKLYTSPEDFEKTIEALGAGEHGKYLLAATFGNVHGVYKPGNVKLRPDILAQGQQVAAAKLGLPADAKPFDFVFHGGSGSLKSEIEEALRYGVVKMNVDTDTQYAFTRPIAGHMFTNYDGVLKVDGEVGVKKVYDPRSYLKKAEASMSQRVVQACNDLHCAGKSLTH
BioA inh: BioA (M. tuberculosis) enzyme inhibition; purified M. tuberculosis BioA enzyme, plate reader; inhibition, % at 9.99 µM; 360,000 tested, 0.096% active; AID 602481; in the data active = inhibition above about 40%; inconclusive = no clear call, values can overlap the other calls
FadD28 FP inh: inhibitors of Mycobacterium tuberculosis FadD28 bisubstrate binding; FadD28 bisubstrate probe binding, fluorescence polarization; inhibition, % at 12.5 µM; AID 588549; 360,000 tested, 0.22% active; in the data active = inhibition above about 8.5%, passing the limit was not always enough; inconclusive = no clear call, values can overlap the other calls
BoNT A protease: BoNT A light chain protease inhibition; multiplex microsphere protease substrate cleavage, flow cytometry; inhibition, % at 10 µM; 360,000 tested, 0.17% active; AID 588499; in the data active = inhibition above about 30%; inconclusive = no clear call, values can overlap the other calls; also: plate controls were buffer without enzyme for full effect and enzyme alone for no effect
PrPC surface inh: reduces human prion protein on the cell surface; P04156; cell surface PrPC, TR-FRET read-out; inhibition, % at 13.8 µM; 370,000 tested, 0.43% active; AID 720596; in the data active = inhibition above about 24%; also: 0% = median of the test wells and 100% = reference compound wells
UGM FP inh: blocks M. tuberculosis UGM enzyme | P9WIQ1 | purified UGM, fluorescence polarization probe displacement | inhibition, % at 10 µM | 320,000 tested, 0.06% active | AID 504406; in the data active = inhibition above about 10%, passing the limit was not always enough; inconclusive = no clear call, values can overlap the other calls
Target sequence (P9WIQ1 whole entry, looked up): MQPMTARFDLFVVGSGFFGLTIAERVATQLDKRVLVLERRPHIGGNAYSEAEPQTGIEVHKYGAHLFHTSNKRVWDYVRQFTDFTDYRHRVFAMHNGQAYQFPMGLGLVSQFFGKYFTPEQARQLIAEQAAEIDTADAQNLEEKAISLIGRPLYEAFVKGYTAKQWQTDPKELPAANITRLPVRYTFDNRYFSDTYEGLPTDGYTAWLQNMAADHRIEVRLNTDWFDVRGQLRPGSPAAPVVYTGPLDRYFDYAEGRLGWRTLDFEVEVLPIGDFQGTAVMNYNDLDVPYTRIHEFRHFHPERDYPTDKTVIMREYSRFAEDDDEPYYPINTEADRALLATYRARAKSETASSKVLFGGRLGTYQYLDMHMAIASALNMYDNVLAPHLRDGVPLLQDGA
CCHFV vOTU inh: CCHFV vOTU protease inhibition. 370,000 tested, 0.55% active. inhibition, % at 11.5 µM. AID 651958. Pep-AMC fluorescence; also: 0% = vehicle wells with enzyme and 100% = no enzyme wells
Active calls of the source: *; ? = inconclusive; nt = not tested or not shown. Rule as the data show it, unless noted: active = inhibition above about 30%; inactive = the rest. Compounds as they come (roughly 4.8% active in at least one column).

SMILES	GDH-TPI inh	BoNT F protease	FBA Mtb inh	BioA inh	FadD28 FP inh	BoNT A protease	PrPC surface inh	UGM FP inh	CCHFV vOTU inh
O=C(NCc1nnnn1-c1cccc(F)c1)c1ccc(S(=O)(=O)N2CCOCC2)cc1	3	-56	4	-0.3	-0.6	-35	3	2.0	1
CCOc1ccccc1OCCN1CCCC1	9	-3	-1	0.5	-1.0	-2.8	9	1.2	-14
ClC(Br)=C(n1cnc2ccccc21)n1cnc2ccccc21	0	-10	-1	-1.5	-1.7	0.0	5	1.2	9
Cc1cc(/C=N/n2c(COc3ccccc3C)nc3ccccc3c2=O)c(O)c([N+](=O)[O-])c1	-6	-11	-2	nt	-3.6	0.8	1	-1.9	0
O=C(O)c1ccc(-c2noc(-c3ccccc3F)n2)cc1	9	2	-1	-1.6	-3.9	0.1	6	-1.5	7
Cc1ccc(N2C(=O)C3C4C=CC(CNC(=S)Nc5cccc(Cl)c5)(O4)C3C2=O)cc1 (stereo not drawn)	-7	1	-2	-2.0	-1.9	0.6	0	4.1	10
COc1ccc(N(C(=O)c2snc(C(N)=O)c2N)C(C(=O)NC2CCCC2)c2ccco2)cc1OC (stereo not drawn)	7	-18	2	nt	-0.5	-8.0	-2	nt	10
C=CCn1c(SCC(=O)N(C)C)nc2sc3c(c2c1=O)CCC3	12	-3	1	13	-0.6	-0.5	9	-2.2	5
CNC(=O)CC1C(=O)N(c2ccc(Cl)cc2)C(=S)N1CCc1ccc(OC)c(OC)c1 (stereo not drawn)	1	2	-1	nt	-2.2	0.0	9	-1.8	5
COc1ccc(CCNC(=O)[C@H](C)N2C(=O)N3CCc4c([nH]c5ccccc45)[C@@]3(C)C2=O)cc1OC	-2	2	0	-0.6	0.0	-0.8	7	-1.2	-3
Cn1cc(Cl)c(-c2nc3ccccc3[nH]2)n1	5	?	8	-0.5	0.2	?	2	1.8	-7
CCOC(=O)CC1=Nc2ccccc2NC(=O)C1	13	-4	0	nt	-0.8	-1.1	-4	0.0	-9
COC(=O)c1c(NC(=S)Nc2ccccc2Cl)sc(C)c1C	9	2	5	0.8	-2.9	0.0	nt	1.4	nt
c1ccc(CSCc2ccccc2)cc1	7	-7	3	0.2	-0.5	-1.0	1	-2.0	0
Clc1ccc(C2=Nn3c(nnc3-c3n[nH]c4c3CCC4)SC2)cc1	2	-2	-1	0.9	-3.9	0.1	2	-1.1	13
COc1ccc(N2C(=O)CC(C3CCCO3)C2=O)cc1 (stereo not drawn)	-5	-1	0	nt	-1.7	-0.2	1	-1.0	-8
C[C@H]1CCCCO[C@@H](CN(C)S(=O)(=O)c2ccc(Cl)cc2)[C@@H](C)CN([C@@H](C)CO)C(=O)c2cc(NS(=O)(=O)c3ccccc3)ccc2O1	8	-3	-1	-1.2	-1.6	-0.1	-2	nt	11
Cc1nc2ncnn2c(C)c1CCC(=O)NCCCN1CCN(c2cccc(Cl)c2)CC1	-3	-7	4	2.8	-4.2	0.2	0	3.4	-3
Nc1ccc(N2CCN(c3ccc(Cl)c(Cl)c3)CC2)cc1	-8	-23	1	nt	-3.2	-0.9	5	-2.0	5
CCCNC(=O)C(CC)NC(=O)c1cccc([N+](=O)[O-])c1 (stereo not drawn)	10	-4	1	0.0	-0.6	0.2	-14	0.4	7
Cc1ccc(C(C)NC(=O)Cc2cccs2)c(C)c1 (stereo not drawn)	4	-15	0	-0.9	-1.6	-1.3	0	0.8	-2
COc1ccc(CCNC(=O)C2(c3ccccc3)CC2)cc1	3	-3	2	-1.7	-0.8	-0.3	-6	0.9	4
CC(=O)c1cc2ccccc2oc1=O	12	-4	3	-1.3	0.1	0.8	-2	-2.8	-5
CCC(=NCCC1=CCCCC1)c1c(O)[nH]c(=O)[nH]c1=O	-6	-1	-5	-0.3	-3.9	0.2	18	4.9	4
CCOC(=O)c1c(C)[nH]c(C)c1S(=O)(=O)NCCN1CCN(c2ccccc2F)CC1	3	6	1	1.3	-1.5	-2.3	8	0.0	3

Some of the entries so far, as labelled records.
Cc1nc2ncnn2c(C)c1CCC(=O)NCCCN1CCN(c2cccc(Cl)c2)CC1
  GDH-TPI inh: -3; BoNT F protease: -7; FBA Mtb inh: 4; BioA inh: 2.8; FadD28 FP inh: -4.2; BoNT A protease: 0.2; PrPC surface inh: 0; UGM FP inh: 3.4; CCHFV vOTU inh: -3
CCC(=NCCC1=CCCCC1)c1c(O)[nH]c(=O)[nH]c1=O
  GDH-TPI inh: -6; BoNT F protease: -1; FBA Mtb inh: -5; BioA inh: -0.3; FadD28 FP inh: -3.9; BoNT A protease: 0.2; PrPC surface inh: 18; UGM FP inh: 4.9; CCHFV vOTU inh: 4
Cc1ccc(C(C)NC(=O)Cc2cccs2)c(C)c1 (stereo not drawn)
  GDH-TPI inh: 4; BoNT F protease: -15; FBA Mtb inh: 0; BioA inh: -0.9; FadD28 FP inh: -1.6; BoNT A protease: -1.3; PrPC surface inh: 0; UGM FP inh: 0.8; CCHFV vOTU inh: -2

Next records
SMILES	GDH-TPI inh	BoNT F protease	FBA Mtb inh	BioA inh	FadD28 FP inh	BoNT A protease	PrPC surface inh	UGM FP inh	CCHFV vOTU inh
Cc1cccc(NC(=O)C(NS(=O)(=O)c2ccc3c(c2)CCC(=O)N3)c2ccccc2)n1 (stereo not drawn)	11	-7	1	-2.8	-2.0	-1.7	-6	0.3	-6
C=C(C)Cn1c(CCCNC(=O)CCC)nc2ccccc21	-8	-10	-4	-0.2	-1.1	0.3	-1	-2.9	13
[N-]=[N+]=CC(=O)c1ccnc(C(=O)C=[N+]=[N-])c1	-6	17	8	0.1	-2.8	1.7	-18	-0.1	8
CC1Cc2ccccc2N1C(=O)c1cnsn1 (stereo not drawn)	-12	-21	-5	-0.3	-2.0	-0.1	-2	-0.1	4
COc1cc(OC)cc(C2(C#N)CCN(C)CC2)c1	3	3	-1	0.9	1.0	0.9	-3	0.7	-1
CCN(C(=O)COC(=O)c1[nH]c(C)c(C(C)=O)c1C)c1c(N)n(Cc2ccccc2)c(=O)[nH]c1=O	13	-7	4	31	-2.4	-0.5	1	0.2	1
CCOC(=O)C1CCN(c2c(N3CCCC(C(=O)OCC)C3)c(=O)c2=O)CC1 (stereo not drawn)	11	-3	2	3.0	-0.9	-0.6	-7	-0.4	8
CCN1C(=O)C(=Cc2ccc(C)s2)C(=O)N(CC)C1=S	0	7	-6	nt	0.9	69*	0	-1.5	-6
Cc1ccc(OCC(=O)NNc2c3ccccc3nc3ccccc23)cc1	-3	-6	10	nt	-0.8	-0.2	-2	-1.0	4
CCOc1ccc2c(ccc(/C=C/c3cc(C)c4cccnc4c3O)[n+]2C)c1	17	-145	7	nt	16*	7.0	nt	nt	nt
COc1ccc(OCC(O)CNC(=O)Nc2ccc(F)cc2)cc1 (stereo not drawn)	5	0	-1	nt	-1.0	-0.1	3	-2.1	-5
CC(C)NC(=S)N/N=C/c1cccnc1	9	?	-3	nt	-1.8	?	4	-0.9	-12
CCCCCCCCNC(CO)(CO)CO	10	0	0	1.8	-2.6	0.2	-4	-0.4	-9
S=c1nc(-c2cccc(Cl)c2)[nH][nH]1	5	5	4	nt	-2.6	-0.2	9	1.0	-12
O=c1onc(-c2cccs2)n1Cc1ccccc1	4	-1	1	-1.5	-2.8	-1.8	9	0.5	-4
COc1cc([N+](=O)[O-])c(N2CCOCC2)c([N+](=O)[O-])c1OC	3	0	1	nt	0.6	-0.5	-4	0.2	15
N#Cc1ccccc1NC(=O)C(=O)NCC1CCCN1S(=O)(=O)c1cccs1 (stereo not drawn)	6	-21	3	nt	-0.7	-6.2	-3	0.4	0
COc1ccc(NC(=O)CSc2ccc3nnc(-c4cccnc4)n3n2)cc1	-10	18	2	0.7	0.4	11	-4	-0.1	-3
CCC(=O)Nc1c(C)ccc2nsnc12	10	-1	1	-2.1	-1.9	-0.5	-8	-1.9	3
Cc1nc(-c2ccc(F)cc2)c(CC(=O)Nc2cc(S(=O)(=O)N3CCCCC3)ccc2C)s1	15	?	3	-1.1	-4.2	5.5	13	1.0	-7
Cc1cc(C)c2c(c1)OC(=O)CC2c1ccccc1C (stereo not drawn)	-7	4	1	-0.6	-4.2	-0.4	3	nt	-4
O=C1NC(=S)N/C1=C\c1ccccc1OCc1ccc(C(=O)O)cc1	42*	-16	0	-0.1	-2.2	-2.7	-14	-1.0	8
COc1ccc(OC)c2nc3c(cc12)CCC3	11	20	1	-2.5	0.2	2.5	-3	3.5	-4
CC(=O)N(C)c1ccc(NC(=O)C(c2ccccc2)c2ccccc2)cc1	-16	?	5	0.9	0.3	-1.6	-4	1.4	-5
COC(=O)c1c(NC(=O)COC(=O)[C@@H](NS(=O)(=O)c2ccc(C)cc2)C(C)C)sc2c1CCC2	8	3	2	nt	-0.1	-1.0	1	nt	16
SMILES	GDH-TPI inh	BoNT F protease	FBA Mtb inh	BioA inh	FadD28 FP inh	BoNT A protease	PrPC surface inh	UGM FP inh	CCHFV vOTU inh
CCc1ccccc1N1CC(C(=O)Nc2nccs2)CC1=O (stereo not drawn)	-6	-1	1	nt	nt	-1.1	-1	-3.6	0
CC(C)(C)C(=O)/C=C(N)/C=C/c1ccccc1	7	0	0	-0.1	-6.0	-0.5	1	2.3	14
COc1ccccc1NC(=O)COC(=O)Cc1c[nH]c2ccccc12	1	0	1	0.1	0.2	0.2	-2	4.5	-2
O=C(c1ccccc1)c1ccc(O)c(O)c1O	18	-28	1	-1.3	2.4	-0.7	3	nt	11
CN1CCN(C(=O)c2cc3ccccc3[nH]2)CC1	3	-9	0	-0.7	-0.3	-2.0	-6	-0.3	-5
OCCC1CN(Cc2ccc3cccc(F)c3n2)CCN1Cc1ccccc1 (stereo not drawn)	-2	17	1	1.4	0.4	1.9	-5	2.0	-12
COc1cc(C2=NOC(C(=O)N3CCCCCC3)C2)cc(OC)c1OC (stereo not drawn)	5	8	-3	-0.2	-2.1	3.7	0	0.9	3
COc1ccc(/C(N)=N/OC(=O)CSc2ccc(C)cc2)cc1	18	-16	0	-3.4	-1.5	-0.9	7	4.5	2
Cc1cccc(NC(=O)CN(C)S(=O)(=O)c2ccc3c(c2)n(C)c(=O)c(=O)n3C)c1C	17	5	2	0.8	-1.4	-0.1	7	0.0	8
CCN(C(=O)CSc1ncnc2c1cnn2-c1ccccc1)C1CCS(=O)(=O)C1 (stereo not drawn)	6	4	33*	nt	-1.9	4.4	-1	-2.1	12
Nc1ccc2nc(SCC(=O)c3ccccc3)sc2c1	-1	?	1	-6.6	-1.3	-6.0	3	1.1	-7
COc1ccc2c(c1)OC[C@H]1[C@H]2N2C(=O)c3cc(C)ccc3NC(=O)[C@@]2(C)[C@H]1c1ccccc1	0	0	-3	-0.4	-6.8	-0.4	nt	5.1	nt
COC(=O)C1=C(c2ccc(S(C)(=O)=O)cc2)C[C@@H]2CC[C@H]1N2C(=O)N1CCOCC1	-3	1	4	-0.9	-2.9	-0.3	-4	-1.6	3
CC(C)(C)NC(=O)C(=O)NN=C1CCCCCCCCCCC1	-5	8	-2	nt	-2.4	0.4	3	2.4	-4
COc1ccc(Cc2nc(=S)[nH][nH]2)cc1Br	0	0	0	0.5	-3.3	-0.9	-2	-2.9	1
Cc1c(C)c2ccc(OC3CCCCC3=O)cc2oc1=O (stereo not drawn)	9	12	153*	1.1	-1.6	1.3	4	-1.1	-61
COc1ccccc1CN1[C@@H](CC(=O)O)c2cc(F)ccc2S1(=O)=O	9	6	4	0.1	-2.6	0.4	6	1.0	5
CC1=C(C(=O)N(C)C)CC(CC(=O)NC2CCCC2)C(=O)N1Cc1ccc(F)cc1 (stereo not drawn)	-2	-1	-2	-0.2	-2.4	-0.1	3	nt	3
CC1=C(C(=O)Nc2ccccc2)C(c2ccccn2)n2nc(CCCO)nc2N1 (stereo not drawn)	17	2	3	-1.7	0.6	0.1	-9	-0.6	13
Cc1ccc(S(=O)(=O)N(C)CC(=O)Nc2nc3ccccc3s2)cc1	6	-19	0	0.1	-1.3	-1.0	2	-3.0	1
Clc1ccccc1N=C1NN=C(c2cccs2)CS1	12	-21	1	-0.2	-1.7	-0.7	-2	-2.1	-4
CC(C)C[C@H]1CN([C@@H](Cc2ccc(O)cc2)CN2CCC[C@@H]2CN2C(=O)C(=O)NC[C@@H]2Cc2ccccc2)C(=O)C(=O)N1CC1CCCCC1	1	-6	0	-0.2	-2.1	-0.3	8	nt	24
